Source: PubChem BioAssay
GalR3 antag: antagonists of human GalR3 | HEK293 GalR3-CNG cAMP membrane potential fluorescence; galR3 body fused to GalR1 C-terminus | 0.44% of 360,000 active | AID 651719 | O60755 | inhibition, % at 3 µM;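 active means inhibition above the screen-wide average plus 3 SD, cut at about 13% in these data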;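 further: forskolin and galanin both at EC90 stimulate the cells; cAMP rise reported by CNG channel membrane potential dye signal; 0% = forskolin plus galanin with DMSO and 100% = forskolin alone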
CRFBP-R2 block: CRF-BP/CRF-R2 complex antagonism. inhibition, % at 11.8 µM. HEK293 CRF-R2/CRF-BP, CRF-induced calcium fluorescence. 0.59% of 350,000 active;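 active means inhibition of the ligand-induced calcium signal above about 50% at the single tested concentration, limit read from the data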
IDE inh: inhibitors of human insulin-degrading enzyme in cells. P14735. HEK cells, FAbetaB cleavage, fluorescence polarization. inhibition, % at 5.59 µM. 0.41% of 320,000 active. AID 434962;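 active means percent inhibition above the average of all tested compounds plus 3 SD, set per screening campaign, cut at about 16% in these data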;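 further: IDE supplied by intact live HEK cells; FP after avidin binding of uncleaved biotin substrate so inhibition keeps polarization high; 0% = DMSO wells and 100% = 60 µM reference IDE inhibitor Ii1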
CHRM4 PAM: potentiates acetylcholine response at human M4 receptor; P08173; CHO-K1 hM4/Gqi5, Fluo-8 calcium fluorescence, ACh EC20; 0% = ACh EC20, 100% = maximal ACh; activation, % at 3 µM; 0.4% of 360,000 active; AID 624126;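 active means activation above its plate's cutoff, the mean activation of sample wells plus 3 SD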; further: some results filed as inactive read as strong as hits
Target sequence (P08173 whole entry, looked up): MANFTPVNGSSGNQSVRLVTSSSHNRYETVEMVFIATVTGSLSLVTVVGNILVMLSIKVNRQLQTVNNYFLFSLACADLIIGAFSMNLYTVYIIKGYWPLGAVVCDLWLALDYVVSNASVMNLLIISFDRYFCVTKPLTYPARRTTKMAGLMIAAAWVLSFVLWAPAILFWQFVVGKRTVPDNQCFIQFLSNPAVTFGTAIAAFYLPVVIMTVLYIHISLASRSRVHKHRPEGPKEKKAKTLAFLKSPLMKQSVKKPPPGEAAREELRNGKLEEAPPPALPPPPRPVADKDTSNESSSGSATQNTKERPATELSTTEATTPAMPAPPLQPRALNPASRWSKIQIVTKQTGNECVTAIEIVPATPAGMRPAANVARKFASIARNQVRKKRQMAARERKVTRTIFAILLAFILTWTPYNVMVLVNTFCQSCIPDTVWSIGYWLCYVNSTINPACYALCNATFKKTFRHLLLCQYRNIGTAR
PHOSPHO1 inh: inhibitors of human PHOSPHO1 phosphatase; Q8TCT1; recombinant PHOSPHO1, absorbance phosphatase assay; inhibition, % at 13.3 µM; 1.1% of 290,000 active; in the data active means inhibition above about 60%
MEKK3 PB1 HTS: MEKK3-MEK5 PB1 interaction, increase or decrease | Q99759 | 1.4% of 290,000 active | binding response (% of control), % at 10 µM | bead-based flow cytometry, Alexa488-MEK5 binding to MEKK3; actives lie on both sides; 0 = blocked by unlabeled MEK5, 100 = vehicle;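 active means binding response more than 3 SD above or below the average of its plate-row segment, actives on both sides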;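 further: Alexa488 bead fluorescence after subtracting the streptavidin-only scavenger bead signal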
Target sequence (Q99759 whole entry, looked up): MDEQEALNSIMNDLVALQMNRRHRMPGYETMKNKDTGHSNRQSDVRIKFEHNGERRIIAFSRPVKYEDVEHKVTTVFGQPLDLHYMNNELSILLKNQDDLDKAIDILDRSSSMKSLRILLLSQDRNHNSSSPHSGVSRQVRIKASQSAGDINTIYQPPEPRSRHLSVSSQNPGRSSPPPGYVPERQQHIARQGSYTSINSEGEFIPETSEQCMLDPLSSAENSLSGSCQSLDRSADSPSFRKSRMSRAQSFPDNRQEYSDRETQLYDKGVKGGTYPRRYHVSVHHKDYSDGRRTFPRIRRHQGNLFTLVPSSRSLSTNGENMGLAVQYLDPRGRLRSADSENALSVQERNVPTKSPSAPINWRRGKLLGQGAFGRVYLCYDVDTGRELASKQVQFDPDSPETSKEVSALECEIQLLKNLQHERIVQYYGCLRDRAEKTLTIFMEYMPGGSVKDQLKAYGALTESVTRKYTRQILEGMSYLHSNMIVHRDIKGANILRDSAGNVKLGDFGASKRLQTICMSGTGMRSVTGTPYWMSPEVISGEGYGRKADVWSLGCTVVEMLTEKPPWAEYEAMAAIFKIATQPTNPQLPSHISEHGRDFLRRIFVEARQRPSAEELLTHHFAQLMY
p-CIP stab down: compounds decreasing mouse p/CIP protein stability; AID 1984; 0.01% of 290,000 active; decrease of EGFP signal, % at 10 µM; F442A p/CIP-EGFP cells, EGFP fluorescence, 16 h; Q05BA5;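 active means EGFP signal decrease of at least 30% at 10 µM or well 3 SD below plate mean, unless failing retest; inactive means the rest, including hits failing retest or dose response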; further: some compounds called inactive have numbers as strong as hits; many of its hits are not listed in these tables
IDE cell activ: boosts human insulin-degrading enzyme activity in HEK cells; FAbeta-B cleavage, fluorescence polarization; 0% vehicle, 100% cell-free pure enzyme wells; activation, % at 5.96 µM; 0.073% of 340,000 active;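 active means activation above the mean of all tested compounds plus 3 SD, set per screening campaign, cut at about 17% in these data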
CRFBP-R2 agonist: CRF-BP/CRF-R2 complex agonism. HEK293 CRF-R2/CRF-BP, calcium dye fluorescence (FLIPR); percent of saturating CRF peptide response. activation, % at 13.2 µM. 0.46% of 350,000 active;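 active means activation of at least 50%, plus an integration ratio under a set limit after plate pattern correction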;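 further: plate controls were neutral control wells without compound for no effect and CRF at EC100 for full effect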
An asterisk follows results filed as active; x = no result given.

No.	CRFBP-R2 agonist	GalR3 antag	p-CIP stab down	CHRM4 PAM	mol	IDE inh	CRFBP-R2 block	PHOSPHO1 inh	MEKK3 PB1 HTS	IDE cell activ
1	-0.1	-1.2	3.5	3.0	O=C1CCC(C(=O)N(c2ccccc2)C2(C(=O)NC3CCCCC3)CCCCC2)N1 (configuration not stated)	3.1	-5.7	13.5	103.0	3.0
2	-0.4	0.0	-13.8	8.3	Cc1cc(/C=C2\SC(N)=NC2=O)c(C)n1-c1ccccc1	2.4	0.6	-10.7	x	-2.6
3	0.5	-3.9	3.2	8.7	Cc1ccc(-c2nn(Cc3ccccc3)cc2/C=C/C(=O)O)cc1C	1.1	0.3	4.6	109.0	8.9
4	-2.5	-7.6	4.8	0.8	O=C(Nc1cccnc1)NC1CCCCC1	-1.5	-9.2	68.5*	104.0	0.1
5	-1.9	-7.5	-4.6	-2.2	CCCn1c(CCNC(=O)c2ccco2)nc2ccccc21	-0.6	14.9	28.0	103.0	3.5
6	-5.1	-11.7	-0.5	-2.4	CC1CCN(CCOc2cccc(Br)c2)CC1	-0.1	3.6	-2.5	84.0	-0.9
7	-0.1	-6.7	x	17.2	CC(C)(C)OC(=O)[C@H](Cc1ccccc1)NC(=O)c1nc[nH]c1C(=O)NCCCCCN	1.2	0.3	x	x	3.5
8	-4.6	-1.2	0.8	-2.5	Cc1cc(C)nc(N2CCCC(C(=O)Nc3cc(F)ccc3C)C2)n1 (configuration not stated)	1.3	-6.1	5.6	x	-3.3
9	-3.8	1.4	-10.4	4.1	CCOC(=O)Cn1nc(C)c(NC(=O)c2cccc([N+](=O)[O-])c2)c1C	-8.0	-2.8	27.7	99.0	0.0
10	-1.9	-2.9	x	0.5	CSCCC(NC(=O)c1ccco1)C(=O)NC1CCC(C)CC1 (configuration not stated)	-6.7	7.1	x	x	-2.0
11	-0.4	-0.2	-2.9	0.3	CCOC(=O)c1ccccc1NC(=O)COC(=O)CSC(C)C(=O)Nc1cc(C)on1 (configuration not stated)	-4.4	3.9	42.6	108.0	5.4
12	0.2	-2.5	-4.8	11.4	COc1ccc(C(C#N)(CCC#N)CCC#N)cc1OC	-5.3	-8.3	-38.9	97.0	2.8
13	-0.4	0.4	x	10.3	COc1ccc(NC(=O)CCN=C2NS(=O)(=O)c3ccccc32)cc1S(=O)(=O)N(C)C	-2.4	14.0	x	x	5.0
14	-0.8	-1.9	8.5	7.7	O=C(NNC(=O)C12CC3CC(CC(C3)C1)C2)c1ccco1	9.0	-3.1	28.8	92.0	0.6
15	-1.6	-4.7	x	3.4	CCOc1ccc(N(CC(=O)Nc2ccc(Cl)cc2)S(C)(=O)=O)cc1	x	-16.1	x	x	x
16	-8.1	2.5	-2.4	-6.1	Cc1ccc(S(=O)(=O)Cc2ccc(C(=O)N3CCCCC3C)cc2)cc1 (configuration not stated)	-0.5	11.0	52.8	102.0	-3.4
17	6.8	-3.8	-7.0	7.2	COc1ccc(-c2cc3c(=O)n(CC(=O)NC4CCN(Cc5ccccc5)CC4)ncn3n2)cc1	-3.0	4.3	20.1	100.0	-1.5
18	-3.5	-5.7	-4.2	-3.5	CN(C)CC(=O)c1c[nH]c2ccccc12	5.5	26.1	33.0	103.0	12.1
19	-1.1	0.8	2.1	1.3	CCOCCCNc1c(CC)c(C)c(C#N)c2nc3ccccc3n12	-0.1	7.0	34.8	107.0	-0.5
20	-1.6	-1.1	x	23.7*	Nc1nnc(SCC(=O)NC2CCCCCC2)s1	2.3	1.2	x	x	1.2
21	0.6	-2.9	10.0	-3.6	CCCn1cc(S(=O)(=O)c2ccccc2)c(=O)c2cc(OC)c(OC)cc21	4.2	-1.0	39.5	100.0	2.9
22	6.2	-1.6	-13.0	5.4	CCC(c1nnc(SCC(=O)Nc2ccc(C(N)=O)cc2)n1Cc1ccccc1)N(C)C (configuration not stated)	-2.2	-6.4	19.8	106.0	11.4
23	2.2	-8.2	x	-15.2	CC[C@@H](C)[C@@H]1CN([C@@H](C)CN2CCC[C@H]2CN2C(N)=NC[C@@H]2Cc2ccccc2)C(=N)N1CCCC1CCCC1	1.6	7.0	x	x	5.7
24	-1.9	-3.5	1.2	-2.5	NCCCC[C@H]1CNC(=S)N1CC1(c2ccccc2)CC1	-1.7	0.6	-0.6	91.0	3.5
25	-0.6	-5.1	x	-0.6	O=C(Nc1cccc(S(=O)(=O)N2CCCCCC2)c1)c1ccc(=O)[nH]c1	-1.4	2.8	x	x	3.2
26	-0.8	-4.0	0.9	-1.9	COc1ccc(S(=O)(=O)Nc2cccc(-n3cnnn3)c2)cc1	-2.3	-2.1	27.9	101.0	-0.4
27	2.1	-0.8	7.7	3.7	Cc1ccc(S(=O)(=O)NNC(=O)C2CC=CCC2C(=O)O)cc1 (configuration not stated)	3.3	-12.1	48.9	106.0	0.9
28	-2.1	-6.1	x	-3.3	CC(=O)c1ccc(N2C(=O)CC(N3CCN(S(=O)(=O)c4cc(C)ccc4C)CC3)C2=O)cc1 (configuration not stated)	-2.4	8.8	x	x	4.8
29	0.2	-2.8	8.3	-4.9	N#Cc1cc([N+](=O)[O-])ccc1NCCc1ccccn1	0.7	13.5	-6.8	96.0	8.2
30	-0.4	7.8	-3.9	-5.9	CCOC(=O)C1CCCCN1S(=O)(=O)c1ccc2c(c1)CC(C)N2C(=O)C1CCC1 (configuration not stated)	4.8	1.2	17.1	105.0	1.3

The final 3 records of the section above open the next one:
No.	CRFBP-R2 agonist	GalR3 antag	p-CIP stab down	CHRM4 PAM	mol	IDE inh	CRFBP-R2 block	PHOSPHO1 inh	MEKK3 PB1 HTS	IDE cell activ
28	-2.1	-6.1	x	-3.3	CC(=O)c1ccc(N2C(=O)CC(N3CCN(S(=O)(=O)c4cc(C)ccc4C)CC3)C2=O)cc1 (configuration not stated)	-2.4	8.8	x	x	4.8
29	0.2	-2.8	8.3	-4.9	N#Cc1cc([N+](=O)[O-])ccc1NCCc1ccccn1	0.7	13.5	-6.8	96.0	8.2
30	-0.4	7.8	-3.9	-5.9	CCOC(=O)C1CCCCN1S(=O)(=O)c1ccc2c(c1)CC(C)N2C(=O)C1CCC1 (configuration not stated)	4.8	1.2	17.1	105.0	1.3
31	0.8	-4.8	x	5.7	Cc1sc2ncnc(N3CCN(S(=O)(=O)c4ccc(C(C)(C)C)cc4)CC3)c2c1C	0.0	12.1	x	x	4.7
32	-1.0	3.9	-3.8	-13.9	COc1ccccc1NC(=O)CC(c1ccc(F)cc1)c1ccco1 (configuration not stated)	-0.7	8.6	3.8	96.0	-0.6
33	-1.7	-4.1	x	-3.7	COc1ccccc1C(=O)OCC(=O)NC(=O)NC1CCCC1	0.8	-2.2	x	x	0.6
34	-0.4	-1.0	x	-0.5	COCCNC(=O)Cn1cc(C(=O)c2cccs2)c2ccccc21	3.1	8.1	x	92.0	1.5
35	0.0	-11.6	-1.9	-0.1	Cc1ccccc1NC(=O)CCN1CCN(C)CC1	x	0.3	20.1	98.0	-1.1
36	-0.2	-5.7	-2.2	6.5	O=C(Cc1ncc(C(F)(F)F)cc1Cl)N1CCN(c2cccc(Cl)c2)CC1	-2.9	8.3	-7.7	101.0	1.9
37	0.5	-1.4	x	4.9	CC(OC(=O)CCN1C(=O)C2CC=CCC2C1=O)C(=O)Nc1cccc(C#N)c1 (configuration not stated)	0.6	6.9	x	x	2.7
38	-0.2	-2.4	-4.0	10.4	CC/C(=N\O)c1ccc(OC)c(OC)c1	-3.3	2.5	-12.9	98.0	-2.8
39	0.6	-3.7	-1.0	-4.1	O=C(CSc1cn(CCNC(=O)c2ccccc2F)c2ccccc12)NCC1CCCO1 (configuration not stated)	4.6	-0.3	12.6	98.0	5.4
40	0.1	-4.0	x	5.3	O=C(c1ccc(N2CCCC2)c([N+](=O)[O-])c1)N1CCc2ccccc2C1	5.2	-3.3	x	x	-1.7
41	2.9	-0.4	-21.3	1.8	CC(=O)Nc1ccc(S(=O)(=O)N2CCN(c3cnn(C)c(=O)c3Cl)CC2)cc1	4.6	-36.4	35.3	104.0	1.5
42	-3.0	-7.6	x	2.8	Cc1cccc(C=CC(=O)c2ccc(Cl)cc2)c1	x	-1.0	x	x	3.9
43	-0.2	1.4	3.1	1.0	CCOc1cc(C(c2c(C)[nH][nH]c2=O)c2c(C)[nH][nH]c2=O)ccc1O	-1.8	-5.3	-2.4	99.0	-5.9
44	4.7	-7.2	2.2	0.2	O=C(Cc1c[nH]c2ccccc12)NCc1ccc(Cl)cc1Cl	2.0	12.8	-4.4	107.0	0.1
45	-5.3	-5.2	-10.3	-4.6	Cn1cc(CCC(=O)NCc2ccc(Cl)cc2)c2ccccc21	1.4	2.9	42.2	106.0	-1.3
46	-1.1	-2.8	-0.8	-2.0	CC1(C)NC(=O)N(CC(=O)OCC(=O)Nc2cc(S(=O)(=O)N3CCCCCC3)ccc2Cl)C1=O	1.0	-1.2	5.6	105.0	2.8
47	12.0	-9.8	-99.9	-6.7	COc1ccc2c(c1)N(C)/C(=C/c1cccc[n+]1C)S2	4.3	-35.1	33.0	106.0	1.7
48	-0.3	6.5	-8.0	-3.8	COc1ccc(C2c3ccc(O)cc3Oc3ncn4nc(-c5ccccn5)nc4c32)cc1OC (configuration not stated)	3.0	-0.6	24.0	95.0	-3.8
49	1.8	-5.2	-8.0	-2.7	CN1C(=O)[C@@H]2[C@@H]3C[C@@H]([C@H]4ON=C(c5ccc(Cl)cc5Cl)[C@@H]34)[C@@H]2C1=O	0.1	-20.6	-11.4	101.0	0.5
50	0.4	-7.0	-1.7	-2.0	CCCNC(=O)CN1C(=O)NC(CC)(c2ccc(F)cc2)C1=O (configuration not stated)	-2.2	0.8	22.8	97.0	9.8
51	-1.5	-1.6	x	4.5	O=C(CN1C(=O)NC2(CCCC2)C1=O)N1CCN(c2ccccc2Cl)CC1	3.2	2.5	x	x	-0.8
52	-2.3	-6.3	x	-8.6	CCOC(=O)C1=CN(Cc2cccc(Br)c2)S(=O)(=O)NC1C (configuration not stated)	x	10.8	x	x	1.8
53	0.9	-3.8	-0.3	14.2	O=C(/C=C/c1ccc(S(=O)(=O)N2CCOCC2)cc1)NCc1ccccc1	-2.6	-0.4	-4.5	92.0	-0.8
54	-1.0	-3.6	-2.1	-1.4	O=C(COC(=O)COc1ccccc1)Nc1ccc(OC(F)(F)F)cc1	0.5	13.3	44.7	88.0	2.0
55	0.1	-6.0	4.3	-7.3	Cc1cccn2c(CNCCCn3ncc4ccccc43)c(C(=O)N3CCCCC3)nc12	-3.1	14.0	2.3	101.0	-0.8
56	-1.6	-6.3	-4.7	7.4	COc1ccccc1/C=C(/C(=O)NCCCn1ccnc1)c1ccccc1	-0.2	-1.6	-7.7	104.0	-1.4
57	1.8	-4.3	x	1.5	C[C@H]1CN([C@@H](C)CO)C(=O)CCCn2cc(nn2)CO[C@@H]1CN(C)C(=O)c1ccncc1	x	-6.2	x	x	x
58	0.8	-4.4	x	-4.6	N#Cc1cccc(NS(=O)(=O)c2ccc(S(=O)(=O)N3CCOCC3)cc2)c1	-0.4	-2.2	x	x	3.1
59	-1.6	-0.6	-9.3	-2.9	Cc1ccnc(SCC(=O)Nc2sccc2C#N)n1	9.5	10.3	17.4	100.0	-1.8
60	-0.7	-4.5	-6.6	8.6	CCOC(=O)CC1(c2ccc(OC)c(OC)c2)C(=O)c2ccccc2C1=O	-1.7	13.5	3.2	91.0	-1.4
61	-2.4	-7.0	-6.1	-2.3	COc1ccc(N=Nc2cc(-c3ccccc3)ccc2O)cc1	2.1	13.1	4.6	97.0	6.0
62	0.8	-5.3	x	1.3	CCOc1ccc(S(=O)(=O)N2CCCCC2)cc1NC(=O)Cc1ccsc1	0.6	16.0	x	x	2.7
63	-3.9	-1.0	8.7	-1.3	O=C(CCCc1nc(-c2ccccc2Cl)no1)NC1CCCCC1	0.4	11.4	8.7	98.0	2.2
